# PPARg SRC3 recr = PPARgamma-driven SRC-3 recruitment agonism. 200,000 compounds, 0.26% hits. P37231. AID 731. biochemical PPARgamma/SRC-3 coactivator recruitment assay. activation, % at 8 µM; in the data active = activation above about 23%;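 also: 0% = DMSO and 100% = reference agonist; some compounds past the cut are filed as inactive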
# PMI act hi M6P = activators of human phosphomannose isomerase at near-saturating mannose 6-phosphate; coupled PMI enzyme assay, resazurin fluorescence, 20 min; active compounds read high; 1 = untreated enzyme, 0 = substrate-free blank; P34949; 190,000 compounds, 0.34% hits; AID 1216; activation factor at 20 µM;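 active = activation factor of 2 or more at 20 µM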
# Target sequence (P34949 whole entry, looked up): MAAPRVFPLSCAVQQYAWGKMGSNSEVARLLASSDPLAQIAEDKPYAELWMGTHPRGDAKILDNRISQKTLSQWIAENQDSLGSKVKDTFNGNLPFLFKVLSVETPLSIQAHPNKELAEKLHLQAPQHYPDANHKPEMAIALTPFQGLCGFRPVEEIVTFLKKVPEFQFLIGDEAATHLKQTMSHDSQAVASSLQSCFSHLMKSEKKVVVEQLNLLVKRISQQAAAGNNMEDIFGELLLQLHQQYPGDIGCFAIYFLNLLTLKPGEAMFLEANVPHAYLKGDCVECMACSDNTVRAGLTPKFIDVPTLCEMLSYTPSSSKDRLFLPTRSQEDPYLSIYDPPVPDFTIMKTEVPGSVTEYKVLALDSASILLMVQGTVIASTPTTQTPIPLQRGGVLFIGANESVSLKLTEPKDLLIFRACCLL
#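 Test system: human phosphomannose isomerase with PGI, G6PDH, diaphorase coupling enzymes; amount: 15 ng/mL PMI; incubation: enzyme reaction with compound 20 min at room temperature; technique: resorufin fluorescence (Ex 544/Em 590 nm) from resazurin via diaphorase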
# Diaph inh CS = diaphorase inhibition or chemical oxidation counter-screen. diaphorase resazurin-to-resorufin fluorescence, NADH, 16 min; bacterial (C. kluyveri) enzyme, not human. inhibition, % at 20 µM. 190,000 compounds, 0.69% hits;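 active = primary screen inhibition at 20 µM above a set limit, cut at about 50% in these data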;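 also: plate controls were DMSO with full reaction for no effect and wells lacking NADH for full effect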
#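 Assay system – diaphorase enzyme from Clostridium kluyveri · Amount – diaphorase 0.14 U/mL (working solution) · Times – reaction incubation of 16 min at room temperature · Controls – No-NADH positive control and DMSO neutral control · Signal – resorufin fluorescence 544/590 nm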
# S1P3 antag = blocks the human S1P3 receptor; Q99500; CHO S1P3 NFAT-BLA reporter, FRET fluorescence, antagonist mode; inhibition, % at 4.98 µM; 170,000 compounds, 0.27% hits; AID 485;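 active = inhibition above the plate cutoff, the mean inhibition of test wells on that plate plus 3 SD, cut at about 28% in these data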;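 also: cells challenged with S1P at its EC80 of 0.8 µM; blue over green emission ratio from cleaved BLA substrate after 4 h stimulation; 0% = S1P-stimulated wells and 100% = unstimulated DMSO-only wells; some compounds past the cut are filed as inactive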
# Target sequence (Q99500 whole entry, looked up): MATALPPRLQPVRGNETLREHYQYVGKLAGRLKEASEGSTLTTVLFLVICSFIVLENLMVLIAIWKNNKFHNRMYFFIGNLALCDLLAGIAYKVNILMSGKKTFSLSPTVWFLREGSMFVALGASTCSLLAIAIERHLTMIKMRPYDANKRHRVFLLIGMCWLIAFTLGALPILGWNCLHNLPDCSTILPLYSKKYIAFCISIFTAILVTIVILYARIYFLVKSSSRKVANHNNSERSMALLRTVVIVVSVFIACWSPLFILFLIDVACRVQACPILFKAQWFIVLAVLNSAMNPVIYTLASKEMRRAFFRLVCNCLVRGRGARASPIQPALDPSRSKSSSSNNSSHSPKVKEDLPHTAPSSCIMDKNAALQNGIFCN
# G6PDH counter = L. mesenteroides G6PDH inhibition counter-screen; Purified L. mesenteroides G6PDH, diaphorase/resazurin coupled fluorescence, 45 min; inhibition, % at 5 µM; 200,000 compounds, 0.12% hits; in the data active = inhibition above about 50%
# ROMK mod = modulates human ROMK potassium channel activity | B-score at 10 µM | P48048 | Tet-inducible ROMK, thallium flux fluorescence; actives lie on both sides | AID 1918 | 130,000 compounds, 2% hits;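 active = signal ratio slope over the read window, or its plate-corrected B-score, at least 3 SD from the plate mean, either direction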;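 also: B-score of the F/F0 ratio slope over 7 to 12 s after thallium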
# Diaph act CS = diaphorase activation or chemical reduction counter-screen; Diaphorase/resazurin coupled assay, resorufin fluorescence, 16 min; active compounds read high; 1 = vehicle wells, 0 = NADH-free wells; activation factor at 20 µM; 190,000 compounds, 0.005% hits;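 active = diaphorase activity raised at least twofold by the compound at 20 µM; inactive = activation factor below 2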
#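 Test system: Clostridium kluyveri diaphorase, purified enzyme; input: enzyme 0.07 U/mL final; buffer or medium: 50 mM HEPES pH 7.4 with 4.542 mM MgCl2, 0.005% Tween 20; also added: 0.114 mM NADH and 0.1 mM resazurin, final amounts; schedule: 16 min enzyme reaction, ambient temperature; technique: fluorescence of resorufin, 544 nm excitation, 590 nm emission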
# SRC2 TRFRET art = TR-FRET artefact, counter-screen to PPARgamma/SRC-2 agonist assay; active compounds read high; TR-FRET ratio at 8 µM; 200,000 compounds, 0.4% hits; AID 1049; in the data active = TR-FRET ratio above about 2000; also: inactives centre near 1500
# PPARg SRC1 recr = agonists of human PPARgamma SRC-1 coactivator recruitment; P37231; PPARgamma-SRC-1 coactivator recruitment biochemical assay; activation, % at 8 µM; 200,000 compounds, 0.41% hits; AID 631; in the data active = activation above about 19%;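 also: 0% = DMSO and 100% = reference agonist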
# PMI act = phosphomannose isomerase (human) activation | 190,000 compounds, 0.005% hits | purified human PMI, coupled resazurin fluorescence, 20 min; active compounds read high; 1 = vehicle control, 0 substrate-free wells | P34949 | activation factor at 20 µM;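 active = activation factor of 2 or more at 20 µM, relative to plate controls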
# PPARg SRC-2 ag = agonists of SRC-2 recruitment by human PPARgamma; activation, % at 8 µM; P37231; PPARgamma LBD-SRC-2 recruitment, biochemical; AID 1032; 200,000 compounds, 0.34% hits; in the data active = activation above about 22%;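 also: 0% = vehicle and 100% = reference agonist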
# An asterisk follows results filed as active; x = no result given.
smiles,SRC2 TRFRET art,PPARg SRC1 recr,PMI act hi M6P,G6PDH counter,PPARg SRC-2 ag,Diaph inh CS,Diaph act CS,S1P3 antag,PPARg SRC3 recr,ROMK mod,PMI act
COc1ccc(NC(=O)C(C)N2c3cccc4cccc(c34)S2(=O)=O)cc1 (stereo not given),1662,1,1,20,6,18,0.8,x,4,x,0.9
CCOc1ccc(CCNC(=O)c2cc3sccc3n2CC)cc1OCC,1540,6,1,7,7,14,0.9,x,-12,0.76,0.9
CCOC(=O)c1ccc2nc(NC(=O)c3ccco3)sc2c1,1491,3,0.9,8,8,18,0.8,16,9,x,0.9
O=C(NC12CC3CC(CC(C3)C1)C2)c1ccc(-c2ccccc2Cl)o1,1566,12,0.8,5,11,20,0.8,x,6,x,0.8
Cc1nn(C)c(Oc2cccc(Cl)c2)c1C(=O)Nc1ccc(F)cc1F,1341,0,0.9,2,-11,14,0.9,x,-16,x,0.9
N#Cc1ccccc1OCC(=O)OCC(=O)N1CCN(C(=O)c2ccco2)CC1,1591,1,1.1,-1,5,-4,1,-3,1,-0.62,1.1
Fc1ccc2nc(-c3ccccc3)nc(SCc3nnc(-c4ccccc4)o3)c2c1,1610,1,1,10,-9,18,0.8,10,-8,x,1
O=C1C=CC(=O)N1Nc1ccc(Br)cc1,1635,2,1,4,3,6,0.9,-13,2,x,1
O=C(CSCc1c[nH]c(=O)[nH]c1=O)OCC(=O)c1ccc(Br)cc1,1636,3,1,12,-2,14,0.9,1,3,-0.14,0.9
Cc1nnc(SC(C)C(=O)Nc2ccc(S(=O)(=O)NC3CCCCC3)cc2)s1 (stereo not given),1697,2,0.9,2,6,21,0.8,x,4,x,0.9
CCOC(=O)c1sc(NC(=O)CSc2nc3ccccc3s2)c(C(=O)OCC)c1C,1669,-4,1.1,-12,-7,0,1,7,-5,0.37,1
Cc1nc(-c2ccc(C(=O)N3CCOCC3)cc2)cs1,1401,-6,1,27,7,-15,1.1,12,-5,0.28,1
CCn1cc(C(=O)N2CCCc3ccccc32)c2cc(OC)c(OC)cc2c1=O,1554,1,0.9,9,5,29,0.7,x,6,x,0.9
COc1cccc(N=Nc2c(=O)[nH]n3c(C)cc(C)nc23)c1,1488,2,0.8,-3,-4,14,0.9,10,-2,x,0.9
CCCCC(=O)NC1(C(F)(F)F)C(=O)N(CC(C)C)C2=C1C(=O)CC(C)(C)C2 (stereo not given),1740,2,1,3,6,16,0.8,x,9,x,1
O=C(O)CCC(=O)Nc1nnc(C(F)(F)F)s1,1521,2,1,4,-4,17,0.8,-19,8,x,1
Cc1sc2ncnc(OCC(=O)NCc3cccs3)c2c1C,1511,-1,1,2,-4,4,1,9,-15,-0.63,1.1
Cc1ccc(C)c(-n2c(Cc3cc(=O)[nH]c(=O)[nH]3)nnc2SCC(=O)NCC2CCCO2)c1 (stereo not given),1625,10,1.1,14,2,4,1,-18,-4,0.38,1.1
CC(C)(C)C(=O)NCCn1ccc2ccccc21,1618,-2,1,1,-4,-1,1,x,-2,x,1
N=c1sccn1CC(=O)Nc1ccccc1Oc1ccccc1,1362,-7,1,7,-1,1,1,x,-3,-0.59,0.9

# Looked up one by one from the entries so far:
smiles,SRC2 TRFRET art,PPARg SRC1 recr,PMI act hi M6P,G6PDH counter,PPARg SRC-2 ag,Diaph inh CS,Diaph act CS,S1P3 antag,PPARg SRC3 recr,ROMK mod,PMI act
Cc1sc2ncnc(OCC(=O)NCc3cccs3)c2c1C,1511,-1,1,2,-4,4,1,9,-15,-0.63,1.1
N=c1sccn1CC(=O)Nc1ccccc1Oc1ccccc1,1362,-7,1,7,-1,1,1,x,-3,-0.59,0.9

# Next part:
smiles,SRC2 TRFRET art,PPARg SRC1 recr,PMI act hi M6P,G6PDH counter,PPARg SRC-2 ag,Diaph inh CS,Diaph act CS,S1P3 antag,PPARg SRC3 recr,ROMK mod,PMI act
O=C1c2ccccc2C(=O)C12OC2c1cccc2ccccc12 (stereo not given),1576,1,1.4,2,-6,28,0.7,22,2,x,1.3
Cc1ccccc1NC(=O)CSc1[nH]c(=O)cc(C)c1C#N,1504,2,1.1,-10,0,30,0.7,-35,-7,x,1
COc1cc(-c2cn[nH]c2N)cc(OC)c1OC,1353,1,1,0,-1,11,0.9,x,-2,-1.5,1
CCOC(=O)CCCn1c(C)nc(=O)c(-c2ccccc2)c1C,1489,-2,1.1,8,3,8,0.9,0,-3,x,1.1
S=C(Nc1ccc2c(c1)OCO2)NC1CCN(Cc2ccccc2)CC1,1488,-9,0.9,-1,5,25,0.8,x,4,x,0.9
CC1CN(C(=O)c2ccccc2Oc2ccccc2)CC(C)O1 (stereo not given),1362,-12,1.1,15,-1,2,1,2,3,0.18,1.1
CCCCSc1nsc(NC(C)=O)n1,1748,8,0.9,13,6,16,0.8,22,9,x,0.9
Cc1n[nH]c(C)c1CCOc1ccc(C(C)C)cc1,1601,6,1,0,1,18,0.8,x,5,-0.5,0.9
CCC(C)c1ccccc1NC(=O)COC(=O)c1ccc2[nH]c3c(c2c1)CCCC3 (stereo not given),1526,-5,0.9,16,-1,22,0.8,-11,4,0.5,0.9
CC(=O)NS(=O)(=O)c1ccc(N=NN2CCOCC2)cc1,1362,2,1.1,-13,-3,12,0.9,-5,-2,0.03,1
CC1CCCC(=C\c2ccccc2)/C1=N/O (stereo not given),1786,3,0.9,0,13,15,0.8,3,6,-1.2,0.9
CC(=O)c1c(C(C)=O)c(C)n(NC(=O)c2ccc(Cl)cc2)c1C,1647,-1,1.2,12,13,-12,1.1,x,-3,-0.08,1.1
O=C(/C=C/c1ccc(O)cc1)c1ccc(NC2=C(N3CCCCC3)C(=O)c3ccccc3C2=O)cc1,1409,-8,1,52*,5,36,0.6,x,1,-0.14,1.1
CCCS(=O)(=O)NCCc1cc2ccc(C)cc2[nH]c1=O,1566,5,0.9,4,-3,6,0.9,-11,9,x,1
CC(/C=C/C=C/c1ccccc1)=N/NC(=O)CNc1ccc(C)cc1,1526,-1,0.9,-6,1,-3,1,x,8,0.056,1
CSCC[C@H](NC(=O)C1CCN(S(=O)(=O)c2ccc(C)cc2)CC1)C(=O)NCc1ccco1,1447,-6,0.9,2,-4,9,0.9,-23,-1,x,0.9
CCCCCCC(=O)N(O)C1CC(=O)N(c2ccc(C)cc2)C1=O (stereo not given),1717,-2,1.2,-2,8,17,0.8,x,6,1.2,1.1
CC(C)NC(=O)CC(c1ccccc1)c1cc(Br)ccc1O (stereo not given),1387,5,1.1,3,4,-6,1.1,x,-7,-1.1,1.1
Cc1cc(N2CCN(C(=O)c3ccco3)CC2)n2nc(-c3cccc(Cl)c3)cc2n1,1326,-3,1,6,4,29,0.7,x,-7,x,1
CC1=CC2=NC(=O)/C(=C\c3ccc(OC(=O)c4ccco4)cc3)C(=N)N2O1,1491,8,0.9,6,1,6,0.9,7,3,0.85,0.9
CCOc1cc(-n2nc(C)c(C#N)c2N)nc(SC)n1,1413,-7,1,4,-2,-4,1,x,4,0.51,1
COc1ccccc1NC(=O)C(=O)NCC1COc2ccccc2O1 (stereo not given),1600,3,0.9,-17,-1,18,0.8,x,-1,x,0.9
N#C/C(C(=O)N1CCCCC1)=C1/N=C(N)c2ccccc21,1454,1,1.1,6,-5,7,0.9,-10,2,0.22,1
CCOC(=O)c1nn(-c2cccc(Cl)c2)c(C)c1C(C)=O,1465,-3,0.9,5,2,15,0.8,x,-14,1.2,0.9
COCCCNC(=O)Cn1c(=O)n(CCCCCC(=O)Nc2ccccc2)c(=O)c2sccc21,1582,4,1.1,-3,4,1,1,2,5,0.49,0.9
O=C(Nc1cc(C(=O)N2CCCC2)ccc1N1CCCC1)C1CC1,1444,0,1.1,9,-3,6,0.9,x,-9,x,1.2
CCOC(=O)c1cnn(CCOC(=O)C(C)(C)C)c1NC(=O)C(C)(C)C,1506,8,1.1,-8,-3,14,0.9,-25,-11,x,1.1
COc1ccc(Br)cc1CNC(=O)C1CCCN(S(C)(=O)=O)C1 (stereo not given),1379,-5,0.9,5,-10,12,0.9,-10,-12,x,0.9
O=C(NCc1ccccc1Cl)c1cccc(C(F)(F)F)c1,1663,0,0.9,-8,0,8,0.9,-18,4,-0.064,1
O=C1CC(N2CCOCC2)C(=O)N1Cc1ccc(N2CCCC2=O)cc1 (stereo not given),1513,5,1,2,2,10,0.9,14,-1,0.46,1.1
CCOC(=O)N1CCN(C(=O)c2cc(C)c3c(C)nn(-c4ccccc4)c3n2)CC1,1465,-2,1,4,-2,16,0.8,-8,-6,-0.027,1
CC1CCN(C(=O)COC(=O)[C@H](C)NS(=O)(=O)/C=C/c2ccccc2)CC1,1700,2,1.1,-5,10,3,1,x,5,0.67,1
CSCC[C@H](NC(=O)C1CCCC1)c1nc2ccccc2[nH]1,1518,4,1.1,5,1,-2,1,1,-1,x,1.1
Cc1ccc(C(C)(C)C)cc1S(=O)(=O)NC(=O)c1ccccc1,1522,7,1.1,3,2,1,1,-8,3,-0.32,1.1
Cc1c(C(=O)N2CC(C)OC(C)C2)sc2nc(-c3ccc(F)cc3)cn12 (stereo not given),1444,-4,1,4,8,8,0.9,3,-14,-0.54,0.8
CN(C)c1ccc(/C=N/N=C(N)N)cc1[N+](=O)[O-],1664,8,1,16,7,3,1,-26,8,x,0.9
CCOC(=O)Nc1ccc(C)cc1NC(=O)OCC,1534,-2,0.9,5,-2,9,0.9,x,0,x,0.9
O=C1CCCCCCC1Sc1ccccc1[N+](=O)[O-] (stereo not given),1533,0,0.7,5,6,18,0.8,x,13,-0.51,0.6
COc1ccccc1C1(CC(=O)O)CCOC(C)(C)C1 (stereo not given),1554,0,1.1,9,10,3,1,-11,-4,0.079,1.1
CC(C)n1cnc2cc(NCc3ccco3)ccc21,1479,-12,1,5,-2,10,0.9,x,0,x,1
COc1ccc(N2C(=O)C(CC(=O)Nc3ccccc3)N(Cc3cccs3)C2=O)cc1 (stereo not given),1559,1,1,8,2,7,0.9,-11,7,x,1
COc1cc(OC)cc(C(=O)N2CCN(c3ccccc3F)CC2)c1,1426,-11,1,1,0,4,1,-4,-8,x,0.9

# Screens deposited in PubChem BioAssay by several laboratories.

# An unsorted share of the library; overall some 3.3% were active at least once.
